Screening data from PubChem.
Gli-Sufu antag: Gli-Sufu pathway antagonists, primary screen, luciferase luminescence, Sufu-KO-LIGHT cells, uHTS | actives 0.74% (n = 340,000) | Sufu-KO-LIGHT fibroblasts, Gli luciferase reporter luminescence | inhibition, % at 5 µM | AID 588413, 2011;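 active = inhibition above about 55%, limit read from the data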;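 note: 0% = DMSO-treated cells and 100% = wells with medium but no cells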
UBC13 inh: UBC13 polyubiquitin chain formation inhibitors, primary screen, biochemical, TR-FRET, uHTS | Ubiquitin-conjugating enzyme E2 N (Homo sapiens), P61088 | inhibition, % at 20 µM | actives 0.47% (n = 330,000) | AID 485273, 2010; in the data active = inhibition above about 45%, passing the limit was not always enough
Target sequence (P61088 whole entry, looked up): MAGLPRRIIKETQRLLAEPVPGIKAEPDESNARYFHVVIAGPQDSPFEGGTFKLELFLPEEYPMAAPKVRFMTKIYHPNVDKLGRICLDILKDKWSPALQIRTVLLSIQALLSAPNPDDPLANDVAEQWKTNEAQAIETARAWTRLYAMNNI
APJ antagonist: antagonists of human apelin receptor APJ, primary screen, CHO-K1 cells, beta-arrestin complementation, luminescence; P35414; inhibition, % at 20 µM; actives 0.32% (n = 330,000);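 active = inhibition above about 40% at 20 µM, limit read from the data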;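 note: cells challenged with 10 nM apelin-13 agonist together with compound; plate controls were apelin-13 plus DMSO wells for no effect and DMSO wells lacking apelin-13 for full effect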
Target sequence (P35414 whole entry, looked up): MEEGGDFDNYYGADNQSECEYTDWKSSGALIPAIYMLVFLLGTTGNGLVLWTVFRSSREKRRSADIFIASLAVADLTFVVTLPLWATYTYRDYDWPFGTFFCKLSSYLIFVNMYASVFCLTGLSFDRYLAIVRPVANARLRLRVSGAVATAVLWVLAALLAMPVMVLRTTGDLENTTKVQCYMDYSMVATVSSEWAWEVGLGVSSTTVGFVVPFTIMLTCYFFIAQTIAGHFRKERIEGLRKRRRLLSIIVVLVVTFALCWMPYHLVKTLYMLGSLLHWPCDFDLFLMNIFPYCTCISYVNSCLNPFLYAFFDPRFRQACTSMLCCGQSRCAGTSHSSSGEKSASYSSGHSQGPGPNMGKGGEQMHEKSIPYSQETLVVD
Jurkat NFkB inh: inhibitors of induced NF-kB luciferase reporter, primary screen, TCR NF-kB activation inhibitor project, cell-based, luminescence, uHTS; Jurkat, PMA/ionomycin-induced NF-kB luciferase reporter; AID 435003, 2010; inhibition, % at 4 µM; actives 0.53% (n = 330,000); in the data active = inhibition above about 50%
697 NFkB inh: inhibitors of PMA/ionomycin-induced NF-kB reporter, 697 cells, primary screen, B-cell NF-kB inhibitor project, cell-based, luminescence, uHTS; 697 B-cell NF-kB luciferase reporter, 16 h; actives 0.33% (n = 330,000); inhibition, % at 4 µM; in the data active = inhibition above about 35%
CXCR6 block: CXCR6 receptor inhibitors, primary screen, cell-based, beta-arrestin, luminescence, CHO-K1 PathHunter, 1536-well | actives 0.36% (n = 360,000) | C-X-C chemokine receptor type 6 (Homo sapiens), O00574 | AID 602244, 2012 | inhibition, % at 20 µM; in the data active = inhibition above about 34%, passing the limit was not always enough;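 note: antagonist mode with CXCL16 agonist at 10 nM final; 0% = 10 nM CXCL16 with DMSO and 100% = unstimulated wells without agonist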
CCR6 antagonist: CCR6 receptor antagonists, primary screen, cell-based, CHO-K1, luminescence, beta-arrestin, uHTS | actives 0.49% (n = 340,000) | C-C chemokine receptor type 6 (Homo sapiens), P51684 | CHO-K1 CCR6 PathHunter beta-arrestin, CCL20-stimulated | inhibition, % at 20 µM;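 active = compounds whose inhibition of the agonist-driven luminescence signal at 20 µM reaches about 50%, limit read from the data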;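 note: cells stimulated with CCL20 at 14 nM final; plate controls were DMSO with CCL20 for no effect and DMSO without agonist for full effect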
EBI2 block: EBI2 receptor antagonists, beta-arrestin recruitment, primary screen, cell-based, luminescence, 7a,25-OHC stimulation, uHTS | G-protein coupled receptor 183 (Homo sapiens), P32249 | inhibition, % at 5 µM | 7a,25-OHC stimulated | actives 0.81% (n = 360,000); in the data active = inhibition above about 38%;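 note: enzyme fragment complementation signal reports receptor beta-arrestin coupling in cells; 0% = agonist plus DMSO wells and 100% = wells without agonist; some results beyond the cut were filed as inactive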
Target sequence (P32249 whole entry, looked up, the tested form may be a part): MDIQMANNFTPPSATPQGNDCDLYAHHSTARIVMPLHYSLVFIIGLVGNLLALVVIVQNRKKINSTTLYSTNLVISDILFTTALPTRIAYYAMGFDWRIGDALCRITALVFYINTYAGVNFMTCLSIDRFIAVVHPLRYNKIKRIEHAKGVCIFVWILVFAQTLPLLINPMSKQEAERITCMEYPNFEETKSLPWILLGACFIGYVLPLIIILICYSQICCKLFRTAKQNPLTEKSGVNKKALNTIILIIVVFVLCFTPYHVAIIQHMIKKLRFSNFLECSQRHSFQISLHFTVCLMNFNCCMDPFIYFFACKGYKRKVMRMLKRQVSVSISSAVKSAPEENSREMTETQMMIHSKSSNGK
* marks the source's active call; other numbers are inactive results.

Start of the listing, in advance, 6 compounds:
O=c1cc(N2CCCCC2)c(-c2ccccc2)nn1Cc1ccccc1Cl was read as Gli-Sufu antag 10, UBC13 inh -2, APJ antagonist -5, Jurkat NFkB inh -1, 697 NFkB inh 11, CXCR6 block -2, CCR6 antagonist 10 and EBI2 block 13.
For C[C@H](NC(=O)c1nc[nH]c1C(=O)N(C)Cc1ccccc1)c1ccccc1 the results were Gli-Sufu antag -4, UBC13 inh 15, APJ antagonist 1, Jurkat NFkB inh -3, 697 NFkB inh 15, CXCR6 block 2, CCR6 antagonist 3 and EBI2 block 5.
For COc1ccc(N(CC(=O)NC(C)(C)C)C(=O)CCC(=O)Nc2nccs2)c(OC)c1 the results were Gli-Sufu antag -9, UBC13 inh -3, APJ antagonist -10, Jurkat NFkB inh -13, 697 NFkB inh -12, CXCR6 block -5, CCR6 antagonist -18 and EBI2 block -7.
Cc1ccc2c(c1)c1c(n2CC(O)CNC(CO)(CO)CO)CCCC1 (centres undefined) was read as Gli-Sufu antag 2, UBC13 inh 16, APJ antagonist 6, Jurkat NFkB inh 6, 697 NFkB inh -1, CXCR6 block 3, CCR6 antagonist 15 and EBI2 block 4.
For CCC1CCCCN1C(=O)CCCOc1ccccc1 (centres undefined) the results were Gli-Sufu antag 14, UBC13 inh 5, APJ antagonist 12, Jurkat NFkB inh -23, 697 NFkB inh -71, CXCR6 block -4, CCR6 antagonist 0 and EBI2 block 6.
`COc1ccc(C2c3[nH]c4ccccc4c3CCN2Cc2ccoc2)c(F)c1` (centres undefined) gave Gli-Sufu antag 8, UBC13 inh -2, APJ antagonist 14, Jurkat NFkB inh -19, 697 NFkB inh 5, CXCR6 block 7, CCR6 antagonist 9 and EBI2 block 13.

Main list, repeating the preview:
O=c1cc(N2CCCCC2)c(-c2ccccc2)nn1Cc1ccccc1Cl was read as Gli-Sufu antag 10, UBC13 inh -2, APJ antagonist -5, Jurkat NFkB inh -1, 697 NFkB inh 11, CXCR6 block -2, CCR6 antagonist 10 and EBI2 block 13.
For C[C@H](NC(=O)c1nc[nH]c1C(=O)N(C)Cc1ccccc1)c1ccccc1 the results were Gli-Sufu antag -4, UBC13 inh 15, APJ antagonist 1, Jurkat NFkB inh -3, 697 NFkB inh 15, CXCR6 block 2, CCR6 antagonist 3 and EBI2 block 5.
For COc1ccc(N(CC(=O)NC(C)(C)C)C(=O)CCC(=O)Nc2nccs2)c(OC)c1 the results were Gli-Sufu antag -9, UBC13 inh -3, APJ antagonist -10, Jurkat NFkB inh -13, 697 NFkB inh -12, CXCR6 block -5, CCR6 antagonist -18 and EBI2 block -7.
Cc1ccc2c(c1)c1c(n2CC(O)CNC(CO)(CO)CO)CCCC1 (centres undefined) was read as Gli-Sufu antag 2, UBC13 inh 16, APJ antagonist 6, Jurkat NFkB inh 6, 697 NFkB inh -1, CXCR6 block 3, CCR6 antagonist 15 and EBI2 block 4.
For CCC1CCCCN1C(=O)CCCOc1ccccc1 (centres undefined) the results were Gli-Sufu antag 14, UBC13 inh 5, APJ antagonist 12, Jurkat NFkB inh -23, 697 NFkB inh -71, CXCR6 block -4, CCR6 antagonist 0 and EBI2 block 6.
`COc1ccc(C2c3[nH]c4ccccc4c3CCN2Cc2ccoc2)c(F)c1` (centres undefined) gave Gli-Sufu antag 8, UBC13 inh -2, APJ antagonist 14, Jurkat NFkB inh -19, 697 NFkB inh 5, CXCR6 block 7, CCR6 antagonist 9 and EBI2 block 13.
`COc1ccc(-c2cc(C(=O)Nc3ccc(C)c(C)c3)no2)cc1` gave Gli-Sufu antag -5, UBC13 inh 20, APJ antagonist -7, Jurkat NFkB inh -11, 697 NFkB inh 0, CXCR6 block -16, CCR6 antagonist 2 and EBI2 block 4.
For O=C(C[n+]1ccc(/C=C/c2ccccc2)cc1)c1ccc2c(c1)OCCO2 the results were Gli-Sufu antag 9, UBC13 inh 53*, APJ antagonist 9, Jurkat NFkB inh 54*, 697 NFkB inh 8, CXCR6 block 1, CCR6 antagonist 12 and EBI2 block -5.
For CSc1nnc(C(C)(C)C)c(=O)n1/N=C/c1ccc(Cl)cc1 the results were Gli-Sufu antag 3, UBC13 inh 2, APJ antagonist -18, Jurkat NFkB inh -4, 697 NFkB inh -4, CXCR6 block -2, CCR6 antagonist 0 and EBI2 block 2.
Screening CC(C)NS(=O)(=O)c1ccc(Oc2ncc(C(F)(F)F)cc2Cl)cc1 returned Gli-Sufu antag 3, UBC13 inh 5, APJ antagonist 1, Jurkat NFkB inh 8, 697 NFkB inh 2, CXCR6 block -8, CCR6 antagonist -7 and EBI2 block -6.
Screening CC1=CC(c2ccccc2)n2nnnc2N1 (centres undefined) returned Gli-Sufu antag -10, UBC13 inh -4, APJ antagonist -15, Jurkat NFkB inh 6, 697 NFkB inh 17, CXCR6 block 4, CCR6 antagonist 7 and EBI2 block 25.
For C#CCn1cc(/C=N/NC(=O)c2cc3ccccc3o2)c2ccccc21 the results were Gli-Sufu antag -3, UBC13 inh -12, APJ antagonist 0, Jurkat NFkB inh -10, 697 NFkB inh 6, CXCR6 block -10, CCR6 antagonist 1 and EBI2 block -8.
`Cc1ccc(C2=NN=C(NC(=O)CSc3nncn3C)SC2)cc1` gave Gli-Sufu antag -11, UBC13 inh -3, APJ antagonist -2, Jurkat NFkB inh -7, 697 NFkB inh 2, CXCR6 block -9, CCR6 antagonist 0 and EBI2 block 2.
CCOC(=O)C(O)(C1C(=O)CC(C)(C)CC1=O)C(F)(F)F (centres undefined) was read as Gli-Sufu antag 3, UBC13 inh -2, APJ antagonist -1, Jurkat NFkB inh 11, 697 NFkB inh -39, CXCR6 block 5, CCR6 antagonist 1 and EBI2 block -5.
`COc1ccccc1N1CCNC(C)C1=O` (centres undefined) gave Gli-Sufu antag -8, UBC13 inh 4, APJ antagonist 4, Jurkat NFkB inh -1, 697 NFkB inh -4, CXCR6 block -18, CCR6 antagonist 3 and EBI2 block -3.
Screening O=C(O)CCN1C(=O)C(=C2CCCCCC2)SC1=S returned Gli-Sufu antag 5, UBC13 inh -2, APJ antagonist 11, Jurkat NFkB inh 21, 697 NFkB inh 24, CXCR6 block -4, CCR6 antagonist -9 and EBI2 block 5.
c1cc(-c2cc3cc4c(cc3cn2)OCO4)cs1 was read as Gli-Sufu antag -99, UBC13 inh 6, APJ antagonist -4, Jurkat NFkB inh -102, 697 NFkB inh -111, CXCR6 block -11, CCR6 antagonist -10 and EBI2 block 12.
Screening CCN(CC)CCOC(=O)c1c(C)oc2ccc(OC)cc12 returned Gli-Sufu antag -15, UBC13 inh 1, APJ antagonist -4, Jurkat NFkB inh -6, 697 NFkB inh -5, CXCR6 block 10, CCR6 antagonist 17 and EBI2 block 1.
Screening COC(=O)c1ccc(NC(=O)NC2CCCCC2)cc1 returned Gli-Sufu antag -21, UBC13 inh 0, APJ antagonist 8, Jurkat NFkB inh -51, 697 NFkB inh -40, CXCR6 block -12, CCR6 antagonist 0 and EBI2 block -11.
For Cc1sc2nc(C(C)C)nc(SCC(=O)NCc3ccco3)c2c1C the results were Gli-Sufu antag 6, UBC13 inh 4, APJ antagonist 9, Jurkat NFkB inh 5, 697 NFkB inh -23, CXCR6 block 0, CCR6 antagonist 5 and EBI2 block 6.
Screening COC(=O)c1cc(NC(=O)c2cc(C(C)(C)C)nn2Cc2cccc(C)c2)ccc1N1CCOCC1 returned Gli-Sufu antag 1, UBC13 inh 16, APJ antagonist 15, Jurkat NFkB inh 9, 697 NFkB inh -4, CXCR6 block -5, CCR6 antagonist 7 and EBI2 block 18.
Screening Cc1cc(C)nc(Nc2cc([N+](=O)[O-])ccc2C)n1 returned Gli-Sufu antag -1, UBC13 inh -2, APJ antagonist 0, Jurkat NFkB inh -3, 697 NFkB inh 11, CXCR6 block -1, CCR6 antagonist 2 and EBI2 block 3.
`Cc1ccc(S(=O)(=O)NC(C)C(=O)Nc2ccc(C(N)=O)cc2)cc1` (centres undefined) gave Gli-Sufu antag -5, UBC13 inh 4, APJ antagonist 11, Jurkat NFkB inh -2, 697 NFkB inh -22, CXCR6 block 0, CCR6 antagonist -7 and EBI2 block -2.
`Cc1ccc(NC(=S)NCc2ccc3c(c2)OCO3)c(C)c1` gave Gli-Sufu antag -1, UBC13 inh 7, APJ antagonist 7, Jurkat NFkB inh -1, 697 NFkB inh 10, CXCR6 block 7, CCR6 antagonist 5 and EBI2 block -18.
`Cc1cccc(N2CCN(C(=O)c3ccccn3)CC2C)c1` (centres undefined) gave Gli-Sufu antag -13, UBC13 inh -9, APJ antagonist -19, Jurkat NFkB inh -4, 697 NFkB inh 10, CXCR6 block -2, CCR6 antagonist 7 and EBI2 block -11.
CCOc1ccc(NC(=O)CCNS(=O)(=O)c2ccc3c(c2)c(=O)n(C)c(=O)n3C)cc1 was read as Gli-Sufu antag -1, UBC13 inh -13, APJ antagonist -6, Jurkat NFkB inh -4, 697 NFkB inh 3, CXCR6 block 5, CCR6 antagonist 6 and EBI2 block -3.
`Cc1ccc(S(=O)(=O)N(C)C)cc1NC(=S)NC1CCCC(C)C1C` (centres undefined) gave Gli-Sufu antag 10, UBC13 inh -7, APJ antagonist 7, Jurkat NFkB inh 5, 697 NFkB inh -28, CXCR6 block -5, CCR6 antagonist 15 and EBI2 block 7.
`COc1ccc(CNC(=O)CN(Cc2ccccc2F)C(=O)c2csnn2)cc1` gave Gli-Sufu antag -9, UBC13 inh -5, APJ antagonist 6, Jurkat NFkB inh -18, 697 NFkB inh -6, CXCR6 block -2, CCR6 antagonist 11 and EBI2 block -4.
For O=C(CSc1nnnn1-c1cccnc1)Nc1ccccc1F the results were Gli-Sufu antag -7, UBC13 inh 10, APJ antagonist -6, Jurkat NFkB inh 5, 697 NFkB inh 8, CXCR6 block 1, CCR6 antagonist 0 and EBI2 block 0.
CCOC(=O)CSc1cc(-c2ccccc2)nc2ncnn12 was read as Gli-Sufu antag 13, UBC13 inh 16, APJ antagonist 12, Jurkat NFkB inh -3, 697 NFkB inh 16, CXCR6 block 4, CCR6 antagonist 7 and EBI2 block -20.
O=C(CSc1nc(-c2ccccc2)cc(=O)[nH]1)Nc1ccccn1 was read as Gli-Sufu antag 8, UBC13 inh 7, APJ antagonist 2, Jurkat NFkB inh -2, 697 NFkB inh 12, CXCR6 block -11, CCR6 antagonist -8 and EBI2 block -1.
